Screening data: PubChem BioAssay, The Scripps Research Institute Molecular Screening Center
SRC3 TRFRET art – TR-FRET artefact, counter-screen to PPARgamma/SRC-3 agonist assay | PPARgamma/SRC-3 format; active compounds read high | TR-FRET ratio at 8 µM | hit rate 0.39% among 99,000; in the data active means TR-FRET ratio above about 2000; further: inactives centre near 1600; reference of the scale not given here
SRC1 TRFRET art – counter-screen for PPARgamma SRC-1 recruitment agonists: TR-FRET artefact. TR-FRET detection artefact counter-screen, emission ratio; active compounds read high. AID 1051. hit rate 0.34% among 99,000. TR-FRET ratio at 8 µM; in the data active means TR-FRET ratio above about 2300; further: inactives centre near 1800; reference of the scale not given here
* = called active by the depositor. Not all compounds are listed; rates above refer to the full screens.

SMILES	SRC3 TRFRET art	SRC1 TRFRET art
O=C(C1CCN(c2nnc(-n3cccc3)s2)CC1)N1CCOCC1	1198	1487
CC(C)(C)NC(=O)C(=O)NNC(=O)COc1ccc(Br)cc1	1653	1602
CCOC(=O)N/N=C(\C)c1ccc(C)c([N+](=O)[O-])c1	1757	2016
Cc1[nH]n(-c2ccc(Cl)c(Cl)c2)c(=O)c1CCO	1410	1788
CCOc1ccccc1OCCOCCN1CCN(Cc2ccccc2)CC1	1449	1819
COc1ccc(CNC(=O)C(=O)NCC(c2ccco2)N2CCOCC2)cc1 (centres undefined)	1482	1695
Nc1cc2c(cc1[N+](=O)[O-])OCCOCCOCCO2	1508	1707
COc1ccc(C(=O)CN2C(=O)NC3(CCCCC3)C2=O)cc1OC	1791	1929
Cc1cc2oc(=O)cc(Cn3nnc(-c4ccc(Cl)cc4)n3)c2cc1C(C)C	1660	1757
O=C(CSc1ncccn1)NCc1cccs1	1731	1605
O=C(COc1ccc(Cl)cc1[N+](=O)[O-])NC1CCCCC1	1677	1835
O=C(CCSc1ccccc1)NC1CCCCCC1	1540	1705
OCc1ccnc(Cl)c1	1798	1962
CC(=O)Nc1ccc(NC(=O)COC(=O)C2c3ccccc3Oc3ccccc32)cc1	1403	1872
O=C(NN1C(=O)C2C3c4ccccc4C(c4ccccc43)C2C1=O)c1ccccc1 (centres undefined)	1481	1953
O=C(NNC(=O)c1ccc([N+](=O)[O-])cc1Cl)c1ccncc1	1594	1952
COC(=O)c1cccc([N+](=O)[O-])c1CN1CCCC(C(N)=O)C1 (centres undefined)	1586	1747
CNC(=S)N(CCc1c(C)[nH]c2ccc(C)cc12)Cc1cccs1	1371	1871
O=C1CC(C(=O)Nc2cc(Cl)ccc2Cl)n2ncnc2N1 (centres undefined)	1609	1697
CCn1cc([N+](=O)[O-])c(C(=O)N2CCN(C(=O)c3ccco3)CC2)n1	1503	1878
Cc1cc2nc(-c3ccc(SCc4ccccn4)nc3)[nH]c2cc1C	1881	1979
COc1ccccc1-c1ccc(=O)n(CC(=O)NCc2cccs2)n1	1713	1568
CCOc1cccc(CNCc2ccc(C(=O)O)cc2)c1	1325	1780
Cc1ccc(C)c(-n2cc(CNCCc3cnccn3)c(-c3ccccc3)n2)c1	1623	1781
COc1cc(/C=N/NC(N)=O)ccc1OCC(=O)N1C(C)CCCC1C (centres undefined)	1345	1801
Cn1cc(/C=C2\SC(=S)N(NC(=O)c3ccccc3Cl)C2=O)c2ccccc21	1483	1658
CC1=C(C(=O)Nc2ccc(C)cc2C)C(c2ccc(Cl)cc2)n2nc(C(=O)OC(C)C)nc2N1 (centres undefined)	1560	1825
Cc1ccc(SCC(=O)N2N=CCC2c2ccccc2)cc1 (centres undefined)	1665	1742
O=C(Nc1c2c(nn1-c1ccccc1)CSC2)c1ccc(N2C(=O)CCC2=O)cc1	1548	1736
CCCc1nc2sc3c(c2c(=O)[nH]1)CCCC3	1617	1646
CC(C)NC(=S)N/N=C/c1ccccc1[N+](=O)[O-]	1647	1679
Cc1ccccc1NC(=O)C(=O)c1cn(C)c2ccccc12	1539	1783
Cc1cc(C(=O)NC(C)c2ccccc2)c2cc(F)ccc2n1 (centres undefined)	1581	1579
O=C(CSc1ccccc1)N[C@@H](Cc1ccccc1)C(=O)O	1596	1724
O=C1CC(=O)N(Cc2ccco2)C(=O)N1	1438	1734
CC(C)c1ccc(-c2nnn(CCC#N)n2)cc1	1475	1884
CCOC(=O)C1C(c2ccc(O)c(OC)c2)NC(=S)NC1(O)C(F)(F)F (centres undefined)	1670	1839
CC(C)CCNC(=O)C1CCCN(S(=O)(=O)c2ccc(F)cc2)C1 (centres undefined)	1559	1830
O=C(C1=C[C@@H](c2coc3ccccc3c2=O)C[C@@H](OCc2ccc(CO)cc2)O1)N1CCN(Cc2ccc3c(c2)OCO3)CC1	1660	1702
CCNc1nc(NCC)nc(SCC(C)=O)n1	1451	2009
CCOC(=O)C1CCCN(C(=O)CSc2ccc(Br)cc2)C1 (centres undefined)	1556	1919
N#CC1=C(N)Oc2n[nH]c(-c3cccnc3)c2C1c1cc(F)ccc1F (centres undefined)	1589	1673
Cc1cccc(NC(=O)NCC(c2ccco2)N2CCCCC2)c1 (centres undefined)	1636	1790
COC(=O)c1c(NC(=O)COC(=O)CCc2ccc(S(=O)(=O)N3CCOCC3)cc2)sc2c1CCC2	1437	2017
O=C(CO/N=C/c1ccccc1OC(F)F)NCc1cccs1	1859	2078
Cc1nn(C(=O)CNS(=O)(=O)c2ccccc2)c(C)c1Sc1ccc(Cl)cc1	1417	1946
CCCCn1c(SCC(=O)NCC2CCCO2)nc2ccc(N3CCOCC3)cc2c1=O (centres undefined)	1616	1996
COc1ccccc1NC(C)C(=O)N/N=C/c1cccs1 (centres undefined)	1478	1956
COc1cc2c(cc1OC)CN(C(=S)Nc1c(C)cccc1C)CC2	1509	1887
CC(C)c1ccc(S(=O)(=O)c2nnn3c2nc(N2CCCCC2)c2ccccc23)cc1	1620	1684
Cc1c(NC(=O)COC(=O)C23CC4CC(CC(O)(C4)C2)C3)c(=O)n(-c2ccccc2)n1C	1280	1465
CC(OC(=O)c1ccncc1)C(=O)Nc1ccc([N+](=O)[O-])cc1Cl (centres undefined)	1445	1543
CC1CC(CCC(=O)NC(=S)Nc2ccc(Cl)cn2)C(=O)O1 (centres undefined)	1593	1834
O=S(=O)(Nc1cc(C(F)(F)F)ccc1N1CCOCC1)c1ccc2ccccc2c1	1764	1790
COc1ccc(N2C(=O)CC(N3CCN(S(=O)(=O)c4cc(C)ccc4C)CC3)C2=O)cc1 (centres undefined)	1850	1927
Cc1cc(C)c(NC(=O)NC(=O)C(Cl)(Cl)Cl)c(C)c1	1442	1730
Cc1cc(C(=O)CSc2ncn[nH]2)c(C)n1-c1cccc(S(=O)(=O)N2CCOCC2)c1	1748	1816
COc1cccc([C@@H]2Oc3ccc(OC)cc3C(=O)[C@H]2OC(=O)N[C@H](C)C2CCCCC2)c1	1643	1772
CC(C)CNC(=O)COc1cccc(C(=O)NCc2ccccc2)c1	1716	1958
CCS(=O)(=O)c1ccc(N)cc1	1774	1931

Next records:
SMILES	SRC3 TRFRET art	SRC1 TRFRET art
COc1ccc(CNC(=O)CSc2nnnn2C)cc1OC	1520	1826
CCOC(=O)C(NC(=O)c1ccccc1)(OCc1ccccc1)C(F)(F)F (centres undefined)	1530	1774
COc1ccc(-n2nc(C(=O)Nc3cc(OC)c(OC)c(OC)c3)c3ccccc3c2=O)c(OC)c1	1444	1726
CCOC(=O)N1CCN(C(=O)COc2ccc(Br)cc2Cl)CC1	1408	1777
C=CCc1c(C)nn(CC(=O)O)c1-c1ccccc1	1474	1881
O=C(Cc1c[nH]c2ccccc12)NC1(C(=O)NC2CCCC2)CCCCC1	1540	1841
COC(=O)N(NC(=O)C(O)(c1ccccc1)c1ccccc1)c1ccc(C)cc1	1412	1840
NC(=S)N/N=C/c1coc2c(ccc3ccccc32)c1=O	1348	1530
COc1ccc(S(=O)(=O)NCCc2nnc3ccc(SCC(=O)Nc4nc(C)cs4)nn23)cc1	1593	1669
COc1ccc(/C=N/NC(=O)c2cccc(O)c2)cc1Cn1nc(C)c([N+](=O)[O-])c1C	1312	1809
C/C=N/NC(=O)c1cc(Br)ccc1O	1521	1814
CCOc1ccc(C(=O)Nc2cccc(C(=O)O)c2)cc1Cl	1657	1718
CCOC(=O)c1oc2cc(O)c(CC)cc2c(=O)c1-c1ccc2c(c1)OCCO2	1466	1640
C/C(=N\NC(=O)c1cccnc1)c1ccc(-n2ccnc2)cc1	1564	2102
N#C/C(=C\c1ccc(-c2ccc([N+](=O)[O-])cc2Br)o1)C(=O)N1CCN(c2ccccc2)CC1	1533	1556
CCc1cc(CNC(=O)CCc2nnc(CCCc3ccccc3)o2)on1	1388	1877
Cc1nc2ccccn2c1C(=O)NC1CCCc2ccccc21 (centres undefined)	1482	1823
COc1ccc(CC(=O)NNC(=O)CCc2ccccc2)cc1	1636	1977
NCCNc1ccc([N+](=O)[O-])c(Sc2nc3ccccc3[nH]2)c1	1475	1892
O=C(NCC(=O)N(c1cccnc1)C(C(=O)NC1CCCC1)c1ccccc1)c1ccco1 (centres undefined)	1365	1776

Profiles, looked up by structure. Screens in order: SRC3 TRFRET art	SRC1 TRFRET art
CCOc1ccc(C(=O)Nc2cccc(C(=O)O)c2)cc1Cl in the list: 1657	1718
CC(C)c1ccc(-c2nnn(CCC#N)n2)cc1 in the list: 1475	1884
COc1ccc(CNC(=O)CSc2nnnn2C)cc1OC in the list: 1520	1826
CCCCn1c(SCC(=O)NCC2CCCO2)nc2ccc(N3CCOCC3)cc2c1=O (centres undefined) in the list: 1616	1996
Cc1nn(C(=O)CNS(=O)(=O)c2ccccc2)c(C)c1Sc1ccc(Cl)cc1 in the list: 1417	1946

Next compounds:
SMILES	SRC3 TRFRET art	SRC1 TRFRET art
CCOc1ccc(C(=O)N2CCN(c3ccccc3)CC2)cc1OCC	1284	1688
CC(C)CN(C(=O)CCc1ccccc1)c1c(N)n(CC(C)C)c(=O)[nH]c1=O	1535	1740
O=C(O)c1ccc(N=NN2CCCCCC2)cc1	1544	1736
CCCC(NC(=O)c1c(C)noc1C)C12CC3CC(CC(C3)C1)C2 (centres undefined)	1703	1827
Cc1ccc(NC(=O)CCC(=O)NNC(=O)/C=C/C(=O)O)c(C)c1	1737	1690
COc1ccc(/C=N/NC(=O)CN2CCSCC2)c(OC)c1	1669	1872
COc1ccc(N2CC(NC(=O)NCCC(C)C)CC2=O)cc1 (centres undefined)	1615	1886
COc1ccc(/C=N/NC(=O)Cn2nnc3ccccc32)cc1OC	1506	1772
O=S(CCc1ccncc1)Cc1ccccc1 (centres undefined)	1355	1720
CC(NC(=S)NCCN1CCOCC1)C12CC3CC(CC(C3)C1)C2 (centres undefined)	1621	1787
COc1cccc(NC(=O)CN(C)C(C)C(=O)Nc2cc([N+](=O)[O-])ccc2Cl)c1 (centres undefined)	1518	1760
O=C(NCCO)c1cccc2c1C(=O)c1ccccc1-2	1606	2049
Cc1ccccc1NC(=O)Cc1nc(CCl)cs1	1611	1810
CCOC(=O)c1ccc(CNCc2ccc(C)cc2)cc1	1516	1831
CCN(CCCNC(=O)CC1Oc2ccc(C)cc2NC1=O)Cc1ccccc1 (centres undefined)	1666	1719
O=C(CSc1nc2ccccc2s1)Nc1cc(C(=O)O)cc(C(=O)O)c1	1339	1769
Cc1cc(=O)c2ccc(Cl)cc2[nH]1	1442	1712
Cc1cc(CN2CCCC(CNC(=O)c3ccc(F)cc3)C2)cc(C)c1O (centres undefined)	1550	1719
CCn1ccnc1CNCc1ccc(OCC(O)CN(C)Cc2ccccc2)cc1 (centres undefined)	1636	1717
CC(=O)CC(=O)Nc1ccc(Cl)cn1	1415	1701

Given as labelled records: part of the list above
O=C(O)c1ccc(N=NN2CCCCCC2)cc1
  SRC3 TRFRET art = 1544	SRC1 TRFRET art = 1736

CCCC(NC(=O)c1c(C)noc1C)C12CC3CC(CC(C3)C1)C2 (centres undefined)
  SRC3 TRFRET art = 1703	SRC1 TRFRET art = 1827

Cc1ccc(NC(=O)CCC(=O)NNC(=O)/C=C/C(=O)O)c(C)c1
  SRC3 TRFRET art = 1737	SRC1 TRFRET art = 1690

COc1ccc(/C=N/NC(=O)CN2CCSCC2)c(OC)c1
  SRC3 TRFRET art = 1669	SRC1 TRFRET art = 1872

New compounds follow
SMILES	SRC3 TRFRET art	SRC1 TRFRET art
CCOC(=O)C(=O)Nc1cc(Cl)ccc1C	1657	1862
Cc1ccc(-c2nnn(Cc3nc4ccccc4s3)n2)cc1	1550	1987
COc1cccc(CNC(=S)NC2CC2)c1	1483	1729
N#Cc1ccc(CSc2nnc(NC(=O)C3CC(=O)N(c4ccc5c(c4)OCCO5)C3)s2)cc1 (centres undefined)	1576	1806
O=[N+]([O-])c1nn(-c2ccc(Cl)cc2)n(O)c1=NCc1ccccc1	1361	1535
O=c1[nH]c(/C(=N\O)c2ccccc2)no1	1713	1912
CC1=N/C(=C\c2ccc(OC(C)C)cc2)C(=O)N1c1ccc(C(=O)O)cc1	1756	1906
CCN(CC)S(=O)(=O)c1ccc(NC(=O)Cc2cccs2)cc1	1646	1906
CC(C)NC(=S)N1CCN(C(c2ccccc2)c2ccccc2)CC1	1700	1600
CCOC(=O)Cc1csc(NC(=O)C(C)Oc2ccc3c(C)cc(=O)oc3c2)n1 (centres undefined)	1607	1898
CCOC(=O)c1c(-c2ccccc2)csc1NC(=O)CSc1nc(N)cc(N)n1	1500	1591
CCN(CC)CCNC(=S)Nc1ccc(F)cc1	1571	2067
CN(c1ccccc1)S(=O)(=O)c1cc(Cl)ccc1Cl	1556	1761
Cc1c(-c2nc(-c3cccnc3)no2)cccc1[N+](=O)[O-]	1678	1856
COc1ccc(CNCCNC(=O)c2cccs2)c(OC)c1OC	1530	1640
Cc1cc(NC(=O)CSc2ccc(-c3cccc([N+](=O)[O-])c3)nn2)no1	1808	1817
O=C(N/C(=C/C=C\c1ccccc1)C(=O)N1CCOCC1)c1ccc(Br)cc1	1448	1746
N/C(=N\OS(=O)(=O)c1ccccc1)c1cccnc1	1674	1783
O=C(Nc1nccs1)[C@@H]1CCCN1C(=O)c1cccs1	1600	1972
COc1ccc(OCC(=O)NNC(=O)c2cccc(C)c2)cc1	1314	1496
Cc1cccc(NC(=S)NCc2ccc3[nH]c4c(c3c2)CCCC4)c1	1810	1760
O=C(NC(=S)N1CCN(c2ccc(Cl)cc2[N+](=O)[O-])CC1)c1ccco1	1717	1819

7 compounds drawn at random from the list so far, as already listed:
SMILES	SRC3 TRFRET art	SRC1 TRFRET art
CC1=N/C(=C\c2ccc(OC(C)C)cc2)C(=O)N1c1ccc(C(=O)O)cc1	1756	1906
Cc1cc2nc(-c3ccc(SCc4ccccn4)nc3)[nH]c2cc1C	1881	1979
C/C=N/NC(=O)c1cc(Br)ccc1O	1521	1814
Cc1cc(C(=O)CSc2ncn[nH]2)c(C)n1-c1cccc(S(=O)(=O)N2CCOCC2)c1	1748	1816
COc1ccc(/C=N/NC(=O)Cn2nnc3ccccc32)cc1OC	1506	1772
O=C(NNC(=O)c1ccc([N+](=O)[O-])cc1Cl)c1ccncc1	1594	1952
CCN(CCCNC(=O)CC1Oc2ccc(C)cc2NC1=O)Cc1ccccc1 (centres undefined)	1666	1719
